Bioassay records as filed in PubChem BioAssay.
PTHR1 agonist: PTHR1 (human) receptor agonism. Potency, µM (titrated, usually from 115 µM), inactives show at the highest dose activation, hits mostly activators. HEK293 GP2 PTHR1 cells, GloSensor cAMP luminescence, 1 h. Q03431. 0.075% of 410,000 active. AID 743266; note: nearly all actives have a fitted effect of over 55% in size; some results filed as inactive show a strong effect at the top dose; inactives centre near -15; many of its hits are not listed in these tables
Target sequence (Q03431 whole entry, looked up): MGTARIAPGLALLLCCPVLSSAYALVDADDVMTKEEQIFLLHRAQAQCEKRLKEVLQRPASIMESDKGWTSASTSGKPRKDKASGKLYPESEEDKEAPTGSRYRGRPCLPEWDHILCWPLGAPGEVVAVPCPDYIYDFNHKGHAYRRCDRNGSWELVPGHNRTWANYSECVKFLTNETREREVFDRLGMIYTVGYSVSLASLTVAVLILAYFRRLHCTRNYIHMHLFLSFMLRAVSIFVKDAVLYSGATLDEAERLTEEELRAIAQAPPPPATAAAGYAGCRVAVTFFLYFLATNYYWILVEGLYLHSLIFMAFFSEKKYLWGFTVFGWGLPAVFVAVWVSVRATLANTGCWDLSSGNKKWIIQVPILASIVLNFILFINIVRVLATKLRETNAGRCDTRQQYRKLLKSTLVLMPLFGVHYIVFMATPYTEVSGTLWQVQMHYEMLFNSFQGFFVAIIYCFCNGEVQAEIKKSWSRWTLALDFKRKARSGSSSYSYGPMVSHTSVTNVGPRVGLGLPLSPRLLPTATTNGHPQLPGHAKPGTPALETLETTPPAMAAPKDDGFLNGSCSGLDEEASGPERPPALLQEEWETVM
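HEK-293-derived GP2 cells expressing PTHR1 and a GloSensor cAMP reporter, 3,000/well, plated overnight, given luciferin plus IBMX (each 0.5 mM as added) for 1 h at 37 °C, then compound for 1 h at 37 °C. Luminescence was read after 15 min at room temperature.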
FUS yeast rescue: rescues growth of FUS-expressing yeast; S. cerevisiae FUS-expressing, growth rescue, OD600, 24 h; Potency, µM (series often up to 76.6 µM), without a hit: at the top dose growth rescue (activation), usual class: activators; AID 1347120; 0.24% of 390,000 active;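 note: plate controls were DMSO vehicle for no effect and reference control for full effect; nearly all actives have a fitted effect of over 55% in size; some results filed as inactive show a strong effect at the top dose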
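Toxicity suppression screen in FUS-yeast. Cells induced with 2% galactose, starting OD 0.005, treated 24hr at 30C with compounds at multiple final concentrations; growth by OD600.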
TDP-43 yeast inh: TDP-43 toxicity inhibition in yeast. TDP-43 expressing yeast growth rescue, BacTiter-Glo, 24 h. Potency, µM (highest dose often 46.1 µM), for inactives: at the top dose growth rescue (activation), actives largely listed as activators. 1.8% of 410,000 active; note: % of control where 0% means no effect; nearly all actives have a fitted effect of over 50% in size
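Readout is BacTiter-Glo luminescence of cell growth, so inhibitors register as activators. TDP-43-expressing yeast at OD600=0.02 in galactose medium, after raffinose pregrowth to mid-log, were incubated with compound for 24 hr at 30 deg C.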
Numbers without * were called inactive; i = inactive; ? = inconclusive; [ ] = dose if it differs, or a comment. Calls come from the whole dose curve; as a rule, active = well fitted curve in the direction sought with a large enough effect; inconclusive = small, poorly fitted or top-dose-only effect, or another doubt; inactive = no such curve, though single readings can be large; an effect the other way counts as inactive or inconclusive. Potency is the fitted concentration of half-maximal effect. A portion of the library (hit frequency here may not be typical).

The line under a structure holds: PTHR1 agonist	FUS yeast rescue	TDP-43 yeast inh
COc1cccc(NC(=O)c2sc3nc(C)c(C(=O)Nc4ccc(C)cc4C)c(-c4ccc(Br)cc4)c3c2N)c1
    -12%	19%	27%
CCOc1ccc(CNC(=O)c2ccc3c(c2)nnn3C2CCCC2)cc1
    -2%	30%	21%
Cc1ccc2c(c1)c1c(c(=O)n(Cc3ccccc3)c(=O)n1CC(=O)Nc1ccccc1C)n2C
    12%	4%	6%
O=C(Cn1nc(N2CCN(c3ccccc3)CC2)ccc1=O)NCc1ccccc1F
    i	11%	0%
CCc1cccc(C)c1NC(=O)Nc1csc2c1CCCC2
    i	-26%	16%
Cc1ccc2nc(Nc3ccc(C)c(F)c3)c3nncn3c2c1
    30%	-20%	0%
CS(=O)(=O)Nc1ccccc1C(=O)OCc1cc(=O)n2nc(C3CCCCC3)sc2n1
    -9%	-3%	24%
Cc1cccc(NC(=O)Cn2nc(-c3ccccc3)c3cnc4ccccc4c32)c1
    -1%	-32%	0%
CC1Cn2c(C(=O)NCc3cccc(Br)c3)cc3cccc(c32)S1 (stereo not drawn)
    -2%	20%	-5%
CCc1ccccc1N(C)C(=O)c1nn(-c2ccc(OC)cc2)c(=O)c2c1c1ccccc1n2C
    i	-21%	13%
CC(=O)c1cccc(NC(=O)CN2C(=O)CCc3cc(S(=O)(=O)N4CCCCC4)ccc32)c1
    i	18%	21%
Cc1ccc(NC(=O)CSc2nc3ccc(NC(=O)c4cccs4)cc3s2)c(C)c1
    ?	?	4%
COc1cccc(CNc2nccn(-c3cc(C)cc(C)c3)c2=O)c1
    i	23%	18µM*
COc1ccc(Cl)cc1NC(=O)CSc1nc(-c2ccco2)cc(C(F)(F)F)n1
    -17%	2%	19%
COC(=O)c1c(NC(=O)COc2ccc(Cl)cc2)sc(C)c1C
    -24%	7%	20%
COc1ccc(CNc2ncnc3onc(C)c23)cc1
    -12%	-14%	0%
CS(=O)(=O)c1ccccc1-c1nnc(NC(=O)c2ccc3c(c2)OCCO3)o1
    i	5%	24%
CCOc1ccccc1Nc1ccc2cc(S(=O)(=O)N3CCCCC3)ccc2n1
    -96%[inhibitor]	26%	?
O=[N+]([O-])c1ccc(C(c2sc3nc(-c4ccco4)nn3c2O)N2CCN(c3cccc(Cl)c3)CC2)cc1 (stereo not drawn)
    -9%	?	5%[9.22 µM]
CC(C)Cn1c(=O)c2ccccc2n2c(CCC(=O)Nc3ccc(F)c(F)c3)nnc12
    i	1%	12%
c1csc(C2=NC(c3ccncc3)=Nc3ccccc3N2)c1
    i	12%	8%
Cc1cccc(C)c1NC(=O)Cn1cc(C(=O)C2CC2)c2ccccc21
    -10%	3%	-6%
CC1(C)N=C(SCc2ccccc2Cl)c2ccccc2N1
    -1%	2%	0%
CCc1ccc(-n2c(SCc3ccccc3C)nc3[nH]ncc3c2=O)cc1
    -2%	43%	23%
COCCCNC(=O)CCCCn1c(=O)c2ccccc2n(CC(=O)Nc2ccc(C)cc2C)c1=O
    ?	-15%	14%
CCOc1ccc(NC(=O)Cc2ccc(NC(=O)N3CCCCc4ccccc43)cc2)cc1
    i	23%	20%
Cc1cccc(N2CCN(C(c3ccccc3)c3nnc(-c4ccccc4F)o3)CC2)c1C (stereo not drawn)
    -24%	?	4%
Cc1ccc(CNC(=O)c2oc3ccc(S(=O)(=O)N4CCCC(C)C4)cc3c2C)cc1 (stereo not drawn)
    i	?	0%
O=C(NCCc1csc(-c2ccc(F)cc2)n1)c1c(F)cccc1Cl
    -58%	-2%	13µM*
CCOC(=O)CSc1nc2cc3c(cc2c(=O)n1CCCCCC(=O)NCc1ccc2c(c1)OCO2)OCO3
    ?	28%	-10%

Some entries already given, limited to PTHR1 agonist and FUS yeast rescue:
mol	PTHR1 agonist	FUS yeast rescue
COc1cccc(NC(=O)c2sc3nc(C)c(C(=O)Nc4ccc(C)cc4C)c(-c4ccc(Br)cc4)c3c2N)c1	-12%	19%
O=[N+]([O-])c1ccc(C(c2sc3nc(-c4ccco4)nn3c2O)N2CCN(c3cccc(Cl)c3)CC2)cc1 (stereo not drawn)	-9%	?

Further results:
The line under a structure holds: PTHR1 agonist	FUS yeast rescue	TDP-43 yeast inh
CCOC(=O)c1ccccc1NC(=O)Cn1ncc2c([nH]c3ccccc32)c1=O
    -21%	?	21%
Cc1ccc(NC(=O)c2ccc(CN3CC(=O)N4CCCCC4C3=O)cc2)cc1C (stereo not drawn)
    -22%	23%	8%
CCN1CCN(C(c2ccc(C)cc2)c2sc3nc(-c4ccco4)nn3c2O)CC1 (stereo not drawn)
    i	-11%	0%
CC(=O)c1ccc(NC(=O)CSc2nc(-c3ccc(C)cc3)nc3c2c(=O)n(C)c(=O)n3C)cc1
    -21%	-7%	-5%
COc1ccc(CCN2C(=O)c3[nH]nc(-c4ccccc4O)c3C2c2ccc(O)c(OC)c2)cc1 (stereo not drawn)
    -18%	-6%	0%
Cc1cc(C)cc(NC(=O)Cn2c(=O)n(Cc3ccc4c(c3)OCO4)c(=O)c3oc4ccccc4c32)c1
    14%	-13%	-10%
Cc1cccc(N2CCN(c3nc4ccccc4c4nc(-c5ccccc5)nn34)CC2)c1C
    -26%	2%	18%
O=C(Cn1cc(C(=O)C2CCCCC2)c2ccccc21)Nc1ccccc1Cl
    -23%	27%	6%
Cc1cccc(-c2c3c(=O)n(C)c(=O)n(C)c3cn2-c2cc(N)c(Cl)cc2Cl)c1
    -37%[inhibitor]	?	0%
CC(Oc1ccccc1)C(=O)Nc1ccc(C(=O)OCc2cc(=O)n3nc(C(C)C)sc3n2)cc1 (stereo not drawn)
    i	3%	22%
CSc1ncc2c(n1)-c1ccccc1N(Cc1ccc(Cl)cc1)S2(=O)=O
    i	-25%	16%
CCc1nn2c(=O)cc(COC(=O)c3ccco3)nc2s1
    -19%	-8%	-10%
O=C(NCCc1ccc(Cl)cc1)c1ccc2c(c1)N(Cc1ccc(Cl)cc1)C(=O)CS2
    -44%[inhibitor]	41%	21%
CCOC(=O)Cc1ccc(NC(=O)N2CCC(CN3CCCCCC3)CC2)cc1
    -11%	23%	16%
O=C(Nc1cccc(Cl)c1)c1cc(S(=O)(=O)N2CCC3(CC2)OCCO3)ccc1F
    -25%	?	-21%
Cc1cccc(CC2C(=O)Nc3ccccc32)c1 (stereo not drawn)
    i	5%	?
COc1ccc(CCNC(=O)CCn2c(=O)c3ccccc3n(Cc3ccccc3C)c2=O)cc1OC
    -25%	-1%	21%
CC(C)(C)c1ccc(C(=O)N2CCC(c3nc4ccccc4o3)CC2)cc1
    -52%[inhibitor]	45%	12%
Cc1ccc(NC(=O)C2CCN(c3nn4cc(-c5ccc(C)cc5)nc4s3)CC2)cc1
    -5%	-8%	9%
CCOC(=O)c1cc2c(=O)n3ccccc3nc2n(Cc2ccco2)c1=NC(=O)c1ccccc1Br
    -21%	35%	23%
CC(C)c1nc2n(n1)C1(CCCCC1)[C@@H]1CCCC[C@@H]1N2
    ?	-7%	5%
O=c1[nH]c(SCc2ccc(F)cc2)nc2c1CCCC2
    i	-15%	20%
COC(=O)c1scc(-c2ccc(C)cc2)c1S(=O)(=O)N1CCN(c2ccc(C(C)=O)cc2)CC1
    -12%	?	?
Cc1ccc(C(=O)NCC(=O)OCc2cc(=O)n3c(C)csc3n2)cc1
    -27%	10%	23%
COc1ccc(NC(=O)CN2CCN(Cc3ccccc3Cl)S2(=O)=O)cc1Cl
    i	28%	0%
CCC1CCCCN1CC(=O)Nc1cc(C)c2c(=O)oc3ccccc3c2n1 (stereo not drawn)
    i	-18%	16%
Cc1ccc2nc(Cl)c3cc(C(=O)NCCCN4CCC(C)CC4)sc3c2c1
    -20%	-18%	24%
Cc1ccc(NC(=O)c2ccc(=O)n(CC(=O)Nc3cc(C)cc(C)c3)n2)cc1
    i	-10%	11%
CCOC(=O)c1cccc(NC(=O)Cn2c(=O)nc(-c3ccccc3F)c3cc(Cl)ccc32)c1
    -14%	28%	?
Cc1ccc(-n2c(=O)c3c(cnn3C)n(CC(=O)Nc3cc(C)ccc3C)c2=O)cc1
    i	27%	5%

Two of the compounds above, in markdown:
| canonical_smiles | PTHR1 agonist | FUS yeast rescue | TDP-43 yeast inh |
| --- | --- | --- | --- |
| O=c1[nH]c(SCc2ccc(F)cc2)nc2c1CCCC2 | i | -15% | 20% |
| Cc1cccc(CC2C(=O)Nc3ccccc32)c1 (stereo not drawn) | i | 5% | ? |

Additional records:
The line under a structure holds: PTHR1 agonist	FUS yeast rescue	TDP-43 yeast inh
O=C(CSc1nccn1Cc1ccccc1)NCc1ccco1
    -7%	9%	0%
CCCc1nnc(NC(=O)Nc2ccccc2Cl)s1
    i	3%	-5%
Cc1ccc2c(CN3CCN(Cc4ccccc4Cl)CC3)cc(=O)oc2c1
    i	-15%	4%
O=C(Cn1c(=O)n(-c2ccccc2Cl)c(=O)c2sc3ccccc3c21)N1CCCC1
    -95%[inhibitor]	-15%	5%
CC(=O)Nc1ccc(NC(=O)c2ccc3c(c2)NC(=O)c2ccccc2S3)cc1
    -34%	?	14%
COc1ccc(NC(=O)c2csnn2)cc1Cl
    i	-8%	24%
Cc1cccc(CSc2nc3cccnc3n2Cc2ccc(C(=O)NCc3ccco3)cc2)c1
    i	33%	6%
CCc1ccccc1NC(=O)C1CCCN(c2nnc(-n3c(C)ccc3C)s2)C1 (stereo not drawn)
    -4%	11%	13%
COc1cc(OC)cc(C(=O)Nc2cc3c(cc2N2CCCC2)n(C)c(=O)c(=O)n3C)c1
    -14%	14%	-3%
O=C(Cn1c(=O)n(-c2ccc(Cl)cc2)c(=O)c2sc3ccccc3c21)NC1CCCCC1
    -49%[inhibitor]	-25%	8%
COc1ccc(N(Cc2cccs2)C(=O)COc2cc(C)c(Cl)c(C)c2)cc1
    -69%[inhibitor]	30%	-11%
CCc1ccc(NC(=O)N2CCC(N3CCN(Cc4ccc(C)cc4)C(=O)C3=O)CC2)cc1
    -21%	30%	-1%
COc1ccc(CNC(=O)CSc2nc3ccsc3c(=O)n2Cc2ccccc2Cl)cc1
    i	-4%	11%
Cc1ccc(NC(=O)CCn2cccn2)cc1Cl
    i	-6%	0%
CCc1ccc(C2c3c(-c4cc(C)ccc4O)n[nH]c3C(=O)N2Cc2cccnc2)cc1 (stereo not drawn)
    -35%[inhibitor]	-6%	10%
COc1ccccc1Cc1nc2ccccc2nc1SCC(=O)N1CCc2ccccc21
    i	-13%	14%
CCOc1ccc(CCNC(=O)c2cc3sc(CC)cc3n2C)cc1OCC
    -12%	-8%	23%
Cc1ccccc1C(=O)Nc1nnc(S(=O)(=O)N2c3ccccc3CC2C)s1 (stereo not drawn)
    -85%[inhibitor]	5%	12%
CC1CCC(NC(=O)c2cc3c(Cl)nc4ccccc4c3s2)CC1 (stereo not drawn)
    i	-25%	11%
COCCNC(=O)CSc1nnc(NC(=O)Nc2ccc(C)cc2)s1
    -17%	-2%	23%
CCCCN(CC)Cc1ccc(CNS(=O)(=O)c2cc3c(cc2Cl)NC(=O)CO3)o1
    11%	20%	-5%
Cc1cc2c(cc1S(=O)(=O)N1CCC(C)CC1)OCC(=O)N2
    -47%[inhibitor]	-22%	0%[9.22 µM]
Cc1ccc(S(=O)(=O)c2cn(CC(=O)Nc3ccc4c(c3)OCO4)c3ccc(C)cc3c2=O)cc1
    -24%	0%	14%

Arranged by heavy-atom count (ascending): 7 of the compounds above.
The line under a structure holds: PTHR1 agonist	FUS yeast rescue	TDP-43 yeast inh
O=C(CSc1nccn1Cc1ccccc1)NCc1ccco1
    -7%	9%	0%
Cc1ccc(C(=O)NCC(=O)OCc2cc(=O)n3c(C)csc3n2)cc1
    -27%	10%	23%
CCC1CCCCN1CC(=O)Nc1cc(C)c2c(=O)oc3ccccc3c2n1 (stereo not drawn)
    i	-18%	16%
CCOc1ccccc1Nc1ccc2cc(S(=O)(=O)N3CCCCC3)ccc2n1
    -96%[inhibitor]	26%	?
O=C(Nc1cccc(Cl)c1)c1cc(S(=O)(=O)N2CCC3(CC2)OCCO3)ccc1F
    -25%	?	-21%
O=C(Cn1c(=O)n(-c2ccc(Cl)cc2)c(=O)c2sc3ccccc3c21)NC1CCCCC1
    -49%[inhibitor]	-25%	8%
CCc1ccccc1N(C)C(=O)c1nn(-c2ccc(OC)cc2)c(=O)c2c1c1ccccc1n2C
    i	-21%	13%
